Assay outcomes as filed in PubChem BioAssay.
SENP8 block-1: inhibitors of human SENP8 protease; recombinant SENP8, Nedd8 substrate fluorescence; inhibition, % at 20 µM; hit rate 0.64% among 360,000; AID 602440; in the data active means inhibition mostly above about 40%, no sharp cut-off; inactive means mostly below about 27%
Target sequence (Q96LD8 whole entry, looked up): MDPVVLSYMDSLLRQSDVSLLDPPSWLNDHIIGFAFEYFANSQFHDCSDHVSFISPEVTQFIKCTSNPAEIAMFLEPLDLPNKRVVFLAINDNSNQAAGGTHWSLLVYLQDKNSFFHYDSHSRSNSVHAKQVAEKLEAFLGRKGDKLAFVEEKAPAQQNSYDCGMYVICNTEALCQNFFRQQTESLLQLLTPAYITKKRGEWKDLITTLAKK
Apaf-1 inh: human Apaf-1 inhibition. reconstituted apoptosome caspase-3 activity, DEVD-Rh110 fluorescence. inhibition, % at 20 µM. hit rate 0.71% among 330,000; active means inhibition of at least 40% at 20 µM;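 further: plate controls were DMSO wells for no effect and DEVD-CHO caspase inhibitor wells for full effect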
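Material: biochemical Apaf-1 apoptosome reconstitution. Medium: Hepes buffer, pH 7.5. Also added: cytochrome c activation, bis-DEVD rhodamine 110 substrate. Timing: 30 min compound preincubation, 50 min activation, room temperature. Measured by: rhodamine 110 fluorescence at Ex 480/Em 540 nm.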
HKDC1 inhibitor: inhibitors of human hexokinase HKDC1; Q2TB90; recombinant HKDC1, G6PDH/diaphorase resazurin coupled fluorescence; inhibition, % at 20 µM; hit rate 0.16% among 340,000; AID 493160;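 active means inhibition above about 35% when tested at 20 µM, limit read from the data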;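 further: plate controls were DMSO wells with enzyme for no effect and DMSO wells lacking enzyme for full effect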
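Material – in-house recombinant HK5 (HKDC1) enzyme · Quantity – HKDC1 at 5 µg/mL · Buffer or medium – pH 8.0 Tris buffer with 10 mM MgCl2 · Reagent – glucose with 1 mM ATP · Dosing – single 20 µM dose · Times – reaction time 90 min, room temperature, protected from light · Technique – resorufin fluorescence at 613 nm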
SENP1 FRET inh: blocks the human SENP1 SUMO protease catalytic domain | recombinant SENP1 catalytic domain, CyPet-SUMO1-YPet FRET cleavage | inhibition, % at 10 µM | hit rate 0.21% among 360,000;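 active means inhibition at least 30% at 10 µM, raw YFP signal under a set limit, fluorescence ratio 0.5 to 1.5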;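 further: 0% = enzyme with DMSO and 100% = no enzyme wells; some results filed as inactive read as strong as hits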
Target sequence (Q9P0U3 419-644 limits assumed): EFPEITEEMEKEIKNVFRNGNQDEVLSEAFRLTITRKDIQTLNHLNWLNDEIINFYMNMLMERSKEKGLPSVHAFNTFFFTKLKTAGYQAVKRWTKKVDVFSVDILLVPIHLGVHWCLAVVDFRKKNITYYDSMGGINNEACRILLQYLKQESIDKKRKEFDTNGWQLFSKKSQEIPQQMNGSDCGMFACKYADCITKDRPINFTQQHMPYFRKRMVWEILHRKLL
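Material – human SENP1 catalytic domain · Input – SENP1 enzyme, 20 pM final · Compound dosing – single concentration of 10 µM compound, 0.5% DMSO final · Timing – enzyme reaction for 50 min at room temperature, dark · Measured by – FRET fluorescence in CFP and YFP emission channels · Control set – no-enzyme wells low, DMSO-plus-enzyme wells high control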
SENP6 block: blocks the human protease SENP6; Q9GZR1; Recombinant SENP6 catalytic domain, aminoluciferin luminescence; inhibition, % at 10 µM; hit rate 1.8% among 330,000; AID 2599;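 active means inhibition above about 50% at the single tested dose, limit read from the data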;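 further: plate controls were DMSO wells with enzyme for no effect and DMSO wells lacking enzyme for full effect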
Target sequence (Q9GZR1 628-1112 limits assumed): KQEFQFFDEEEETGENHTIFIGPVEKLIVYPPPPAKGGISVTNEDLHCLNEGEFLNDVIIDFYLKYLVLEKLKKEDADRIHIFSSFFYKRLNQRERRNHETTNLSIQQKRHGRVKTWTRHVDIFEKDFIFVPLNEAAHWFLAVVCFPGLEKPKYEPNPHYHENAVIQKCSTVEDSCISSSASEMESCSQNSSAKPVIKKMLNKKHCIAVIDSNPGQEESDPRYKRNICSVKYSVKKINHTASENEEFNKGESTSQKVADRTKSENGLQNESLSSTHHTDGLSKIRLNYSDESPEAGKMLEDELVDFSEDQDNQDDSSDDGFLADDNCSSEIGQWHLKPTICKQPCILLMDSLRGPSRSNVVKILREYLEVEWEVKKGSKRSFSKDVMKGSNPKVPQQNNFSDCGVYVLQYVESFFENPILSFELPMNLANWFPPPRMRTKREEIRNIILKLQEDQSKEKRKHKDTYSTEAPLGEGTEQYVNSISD
PfG6PD inh: PfG6PD (Plasmodium falciparum) enzyme inhibition; inhibition, % at 20 µM; PfGluPho enzyme, NADPH resazurin-diaphorase fluorescence; hit rate 0.78% among 350,000; AID 504690;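 active means inhibition reaching at least a set limit at 20 µM in the primary screen, cut at about 59% in these data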;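 further: 0% = DMSO wells with substrate and 100% = DMSO wells lacking glucose-6-phosphate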
SENP7 inh: SENP7 protease inhibition; AID 434973; inhibition, % at 5 µM; recombinant SENP7, Z-RLRGG-aminoluciferin luminescence, 40 min; hit rate 1.5% among 330,000; Q9BQF6;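 active means inhibition above about 50% at the single test dose, limit read from the data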;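 further: plate controls were DMSO with enzyme for no effect and no enzyme buffer wells for full effect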
SENP8 block-2: inhibitors of human SENP8 protease; purified SENP8, Z-RLRGG-aminoluciferin cleavage, luminescence; inhibition, % at 10 µM; hit rate 1.2% among 330,000; AID 2540; in the data active means inhibition above about 50%
Numbers without * were called inactive.

What do the screens show for `Cc1ccc(OCCSCc2nc3ccccc3[nH]2)cc1`?
SENP8 block-1: -32; Apaf-1 inh: -3; HKDC1 inhibitor: -7; SENP1 FRET inh: -70; SENP6 block: 5; PfG6PD inh: 8; SENP7 inh: 5; SENP8 block-2: -2

Results for COc1ccc(C2c3c(-c4ccccc4O)n[nH]c3C(=O)N2Cc2ccco2)cc1 (stereo not drawn) ?
SENP8 block-1: 5; Apaf-1 inh: 8; HKDC1 inhibitor: -6; SENP1 FRET inh: 2; SENP6 block: -11; PfG6PD inh: 3; SENP7 inh: 3; SENP8 block-2: -12

How did CCC(=O)Nc1cccc(-c2cn3ccccc3n2)c1 do in these assays?
SENP8 block-1: -313; Apaf-1 inh: 1; HKDC1 inhibitor: 5; SENP1 FRET inh: 0; SENP6 block: 25; PfG6PD inh: 2; SENP7 inh: 3; SENP8 block-2: 6

What do the screens show for `CCOC(=O)C1=C(C)NC(SCC(N)=O)=C(C#N)C1c1cccs1` (stereo not drawn)?
SENP8 block-1: -47; Apaf-1 inh: -4; HKDC1 inhibitor: -7; SENP1 FRET inh: -5; SENP6 block: -5; PfG6PD inh: 4; SENP7 inh: 0; SENP8 block-2: -3

What do the screens show for `O=C(NCc1ccco1)C1CC(=O)N(CCc2ccccc2)C1` (stereo not drawn)?
SENP8 block-1: 5; Apaf-1 inh: 4; HKDC1 inhibitor: -10; SENP1 FRET inh: -2; SENP6 block: -2; PfG6PD inh: -12; SENP7 inh: -5; SENP8 block-2: -7

How did COc1cc(S(=O)(=O)N2CCCCC2)ccc1NC(C)=O do in these assays?
SENP8 block-1: 16; Apaf-1 inh: -12; HKDC1 inhibitor: -11; SENP1 FRET inh: 0; SENP6 block: 15; PfG6PD inh: -11; SENP7 inh: 4; SENP8 block-2: 4

How did COc1ccc(Cl)cc1NC(=O)NCc1ccc2c(c1)OCO2 do in these assays?
SENP8 block-1: -6; Apaf-1 inh: 7; HKDC1 inhibitor: -5; SENP1 FRET inh: 0; SENP6 block: 0; PfG6PD inh: 14; SENP7 inh: 14; SENP8 block-2: -11

Results for CC(C(=O)NC1CCCC1)N(C(=O)CS(=O)CC(=O)Nc1ccc(F)cc1)c1ccc2c(c1)OCCO2 (stereo not drawn) ?
SENP8 block-1: 6; Apaf-1 inh: -29; HKDC1 inhibitor: -7; SENP1 FRET inh: -1; SENP6 block: 1; PfG6PD inh: 5; SENP7 inh: 2; SENP8 block-2: 0

What do the screens show for `CCCc1cc(C(=O)OC)c2ccccc2n1`?
SENP8 block-1: 14; Apaf-1 inh: 6; HKDC1 inhibitor: -8; SENP1 FRET inh: 0; SENP6 block: 7; PfG6PD inh: -4; SENP7 inh: 2; SENP8 block-2: -1

How did O=S(=O)(NCCc1ccc(Cl)cc1)c1cccc2cccnc12 do in these assays?
SENP8 block-1: 6; Apaf-1 inh: 1; HKDC1 inhibitor: -1; SENP1 FRET inh: 2; SENP6 block: 13; PfG6PD inh: 9; SENP7 inh: 4; SENP8 block-2: 5

Results for Cc1ccc(Cl)cc1NC(=O)N[C@@H](CC(C)C)C(=O)O ?
SENP8 block-1: 10; Apaf-1 inh: -12; HKDC1 inhibitor: -2; SENP1 FRET inh: 1; SENP6 block: 3; PfG6PD inh: -3; SENP7 inh: -2; SENP8 block-2: -2

What do the screens show for `Cc1cc(S(=O)(=O)N2CCCOC2CNC(=O)C(=O)NCCc2ccco2)ccc1F` (stereo not drawn)?
SENP8 block-1: 3; Apaf-1 inh: -2; HKDC1 inhibitor: -3; SENP1 FRET inh: 1; SENP6 block: 4; PfG6PD inh: 1; SENP7 inh: -1; SENP8 block-2: 2

Results for O=C(CN1CCc2ccccc2C1)Nc1cc(S(=O)(=O)N2CCOCC2)ccc1N1CCCC1 ?
SENP8 block-1: 15; Apaf-1 inh: 12; HKDC1 inhibitor: -2; SENP1 FRET inh: -22; SENP6 block: 14; PfG6PD inh: -4; SENP7 inh: 6; SENP8 block-2: 3

Results for Cn1c(=O)n(C)c2cc(NC(=O)CSc3ccccc3)ccc21 ?
SENP8 block-1: 5; Apaf-1 inh: -10; HKDC1 inhibitor: -3; SENP1 FRET inh: -6; SENP6 block: -13; PfG6PD inh: 3; SENP7 inh: -1; SENP8 block-2: 0

What do the screens show for `O=C(NCC1CCCO1)c1cc(-c2ccncc2)nc2ccccc12` (stereo not drawn)?
SENP8 block-1: -19; Apaf-1 inh: -3; HKDC1 inhibitor: -6; SENP1 FRET inh: 2; SENP6 block: 4; PfG6PD inh: 3; SENP7 inh: -1; SENP8 block-2: 4

Results for Cc1cc(N2CCOCC2)nc(N)n1 ?
SENP8 block-1: 5; Apaf-1 inh: -8; HKDC1 inhibitor: -8; SENP1 FRET inh: 1; SENP6 block: -10; PfG6PD inh: -4; SENP7 inh: 5; SENP8 block-2: -3

What do the screens show for `CC(C)c1onc(C(=O)N2CCOCC2)c1[N+](=O)[O-]`?
SENP8 block-1: 10; Apaf-1 inh: -4; HKDC1 inhibitor: -6; SENP1 FRET inh: 0; SENP6 block: -12; PfG6PD inh: -6; SENP7 inh: 17; SENP8 block-2: -2

Results for CC(C)CN(CCOc1cccc(N2C(=O)C3=C(CCCC3)C2=O)c1)CC(C)C ?
SENP8 block-1: 17; Apaf-1 inh: 27; HKDC1 inhibitor: -3; SENP1 FRET inh: 2; SENP6 block: -18; PfG6PD inh: 11; SENP7 inh: 0; SENP8 block-2: -9

What do the screens show for `Cc1onc(-c2ccccc2)c1C(=O)Nc1ccc(S(=O)(=O)N2CCCC2)cc1`?
SENP8 block-1: 4; Apaf-1 inh: -26; HKDC1 inhibitor: 4; SENP1 FRET inh: 2; SENP6 block: -14; PfG6PD inh: -15; SENP7 inh: -7; SENP8 block-2: -7

How did COc1cc(C(=O)N[C@H](C(=O)NC2CCCc3ccccc32)C(C)C)cc(OC)c1OC (stereo partly drawn) do in these assays?
SENP8 block-1: 20; Apaf-1 inh: 4; HKDC1 inhibitor: -6; SENP1 FRET inh: 0; SENP6 block: 4; PfG6PD inh: 5; SENP7 inh: 1; SENP8 block-2: -6

How did CC(C)OC(=O)c1ccc(Cn2nnc3ccccc3c2=O)cc1 do in these assays?
SENP8 block-1: 9; Apaf-1 inh: 21; HKDC1 inhibitor: -1; SENP1 FRET inh: 2; SENP6 block: 5; PfG6PD inh: -2; SENP7 inh: -3; SENP8 block-2: 2

How did CCOc1ccc(CCNS(=O)(=O)c2ccc3c(c2)N(C(C)=O)CCO3)cc1OCC do in these assays?
SENP8 block-1: 11; Apaf-1 inh: 2; HKDC1 inhibitor: -4; SENP1 FRET inh: 1; SENP6 block: -15; PfG6PD inh: -10; SENP7 inh: 1; SENP8 block-2: 10

Results for CC(=O)n1cc([C@H]2C=C(C(=O)NCc3ccccc3)O[C@@H](OCCCCO)C2)c2ccccc21 ?
SENP8 block-1: -160; Apaf-1 inh: 11; HKDC1 inhibitor: 3; SENP1 FRET inh: -23; SENP6 block: -9; PfG6PD inh: 8; SENP7 inh: 0; SENP8 block-2: -1

How did CN(C)N1C(N)=C(C#N)C(c2ccsc2)C2=C1CCCC2=O (stereo not drawn) do in these assays?
SENP8 block-1: 4; Apaf-1 inh: -1; HKDC1 inhibitor: -5; SENP1 FRET inh: -5; SENP6 block: 18; PfG6PD inh: 36; SENP7 inh: 11; SENP8 block-2: 1

What do the screens show for `COc1cc(OC)cc(C(=O)N[C@H](C(=O)NC2=NCCS2)C(C)C)c1`?
SENP8 block-1: 2; Apaf-1 inh: -11; HKDC1 inhibitor: -6; SENP1 FRET inh: 0; SENP6 block: 13; PfG6PD inh: 2; SENP7 inh: -8; SENP8 block-2: -4

Results for COC1=NC2=NCCN2C(OC)=N1 ?
SENP8 block-1: 13; HKDC1 inhibitor: -3; SENP1 FRET inh: 1; PfG6PD inh: -2

How did O=C(Nc1cccc(F)c1)N1CC=C(c2ccc(Cl)cc2)CC1 do in these assays?
SENP8 block-1: -32; Apaf-1 inh: 17; HKDC1 inhibitor: -2; SENP1 FRET inh: -4; SENP6 block: -4; PfG6PD inh: 10; SENP7 inh: 8; SENP8 block-2: 2

What do the screens show for `CCCCN(CC)C(=O)CSc1cc(=O)n(C)c2ccccc12`?
SENP8 block-1: -23; Apaf-1 inh: -1; HKDC1 inhibitor: 12; SENP1 FRET inh: 3; SENP6 block: -5; PfG6PD inh: 19; SENP7 inh: -3; SENP8 block-2: 2

How did CCN1CCN(C(=O)c2cc3cc(Cl)ccc3[nH]2)CC1 do in these assays?
SENP8 block-1: 7; Apaf-1 inh: 9; HKDC1 inhibitor: 2; SENP1 FRET inh: -3; SENP6 block: -27; PfG6PD inh: 2; SENP7 inh: 1; SENP8 block-2: -5

Results for O=C(O)CC1(CC(=O)Nc2ccc(C(F)(F)F)cc2)CCCC1 ?
SENP8 block-1: 14; Apaf-1 inh: 3; HKDC1 inhibitor: 1; SENP1 FRET inh: 0; SENP6 block: -10; PfG6PD inh: 8; SENP7 inh: 2; SENP8 block-2: 1

How did CCn1c(C)c(P(c2ccccc2)c2ccccc2)[n+]2ccccc12 do in these assays?
SENP8 block-1: 12; Apaf-1 inh: -4; HKDC1 inhibitor: 0; SENP1 FRET inh: -1; SENP6 block: -15; PfG6PD inh: -18; SENP7 inh: 1; SENP8 block-2: 3

What do the screens show for `O=S1(=O)CC(NCc2ccccc2)C(Nc2ccc(Cl)cc2)C1` (stereo not drawn)?
SENP8 block-1: 21; Apaf-1 inh: -2; HKDC1 inhibitor: -7; SENP1 FRET inh: 1; SENP6 block: 9; PfG6PD inh: 14; SENP7 inh: 2; SENP8 block-2: -2

Structures listed so far containing an aryl methoxy group:
Results for COc1ccc(C2c3c(-c4ccccc4O)n[nH]c3C(=O)N2Cc2ccco2)cc1 (stereo not drawn) ?
SENP8 block-1: 5; Apaf-1 inh: 8; HKDC1 inhibitor: -6; SENP1 FRET inh: 2; SENP6 block: -11; PfG6PD inh: 3; SENP7 inh: 3; SENP8 block-2: -12

How did COc1cc(S(=O)(=O)N2CCCCC2)ccc1NC(C)=O do in these assays?
SENP8 block-1: 16; Apaf-1 inh: -12; HKDC1 inhibitor: -11; SENP1 FRET inh: 0; SENP6 block: 15; PfG6PD inh: -11; SENP7 inh: 4; SENP8 block-2: 4

How did COc1ccc(Cl)cc1NC(=O)NCc1ccc2c(c1)OCO2 do in these assays?
SENP8 block-1: -6; Apaf-1 inh: 7; HKDC1 inhibitor: -5; SENP1 FRET inh: 0; SENP6 block: 0; PfG6PD inh: 14; SENP7 inh: 14; SENP8 block-2: -11

How did COc1cc(C(=O)N[C@H](C(=O)NC2CCCc3ccccc32)C(C)C)cc(OC)c1OC (stereo partly drawn) do in these assays?
SENP8 block-1: 20; Apaf-1 inh: 4; HKDC1 inhibitor: -6; SENP1 FRET inh: 0; SENP6 block: 4; PfG6PD inh: 5; SENP7 inh: 1; SENP8 block-2: -6

What do the screens show for `COc1cc(OC)cc(C(=O)N[C@H](C(=O)NC2=NCCS2)C(C)C)c1`?
SENP8 block-1: 2; Apaf-1 inh: -11; HKDC1 inhibitor: -6; SENP1 FRET inh: 0; SENP6 block: 13; PfG6PD inh: 2; SENP7 inh: -8; SENP8 block-2: -4
